Screens as filed in PubChem BioAssay.
DUSP3 inh – VHR1 phosphatase inhibitors, primary screen, biochemical, absorbance, uHTS; Dual specificity protein phosphatase 3 (Homo sapiens), P51452; inhibition, % at 13.3 µM; recombinant VHR phosphatase, pNPP absorbance; 290,000 tested, 0.52% active; in the data active = inhibition above about 50%; also: some compounds called inactive have numbers as strong as hits
3CLpro inhibitor – SARS-CoV 3CLpro protease inhibitors, primary screen, biochemical, quenched FRET; Replicase polyprotein 1ab (Severe acute respiratory syndrome coronavirus), P0C6X7; recombinant SARS-CoV 3CLpro, quenched FRET peptide cleavage; inhibition, % at 6 µM; 290,000 tested, 0.14% active; in the data active = inhibition above about 12%
Vc quorum ag – inducers of Vibrio cholerae quorum light production without autoinducers, primary screen, BH1578 luxS cqsA deficient, single point; V. cholerae BH1578 lux reporter, luminescence, 6 h; activation, % at 18.7 µM; 350,000 tested, 0.16% active; AID 588436, 2011; in the data active = activation mostly above about 9.7%, no sharp cut-off; inconclusive = no clear call, values can overlap the other calls; inactive = mostly below about 3.7%; also: not every result past the cut was called active; inactives centre near 0; reference of the scale not given here
MazF activator – activators of E. coli MazEF toxin-antitoxin RNase, primary screen, biochemical, fluorescence, uHTS. FAM/BHQ RNA-DNA oligo cleavage fluorescence, 5 h. activation, % at 20 µM. 350,000 tested, 0.32% active; in the data active = activation above about 50%
PriA SSB inh – inhibitors of Klebsiella pneumoniae PriA binding to SSB C-terminal tail, primary screen, biochemical, AlphaScreen | AlphaScreen SSBct-PriA binding, biotinylated peptide | PriA–SSB C-terminal tail interaction (Klebsiella pneumoniae) | inhibition, % at 33 µM | 430,000 tested, 0.6% active; in the data active = inhibition mostly above about 37%, no sharp cut-off; inactive = mostly below about 20%;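 also: plate controls were negative control peptide for no effect and reference peptide for full effect; strong numbers were not always called active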
TcdB GH inh – TcdB glycohydrolase inhibitors, primary screen, biochemical, single point, plate reader | AID 652162, 2013 | 350,000 tested, 0.24% active | Toxin B (Clostridioides difficile), P18177 | inhibition, % at 9.99 µM | TcdB glycohydrolase enzymatic assay; in the data active = inhibition above about 10%
Target sequence (P18177 whole entry, looked up): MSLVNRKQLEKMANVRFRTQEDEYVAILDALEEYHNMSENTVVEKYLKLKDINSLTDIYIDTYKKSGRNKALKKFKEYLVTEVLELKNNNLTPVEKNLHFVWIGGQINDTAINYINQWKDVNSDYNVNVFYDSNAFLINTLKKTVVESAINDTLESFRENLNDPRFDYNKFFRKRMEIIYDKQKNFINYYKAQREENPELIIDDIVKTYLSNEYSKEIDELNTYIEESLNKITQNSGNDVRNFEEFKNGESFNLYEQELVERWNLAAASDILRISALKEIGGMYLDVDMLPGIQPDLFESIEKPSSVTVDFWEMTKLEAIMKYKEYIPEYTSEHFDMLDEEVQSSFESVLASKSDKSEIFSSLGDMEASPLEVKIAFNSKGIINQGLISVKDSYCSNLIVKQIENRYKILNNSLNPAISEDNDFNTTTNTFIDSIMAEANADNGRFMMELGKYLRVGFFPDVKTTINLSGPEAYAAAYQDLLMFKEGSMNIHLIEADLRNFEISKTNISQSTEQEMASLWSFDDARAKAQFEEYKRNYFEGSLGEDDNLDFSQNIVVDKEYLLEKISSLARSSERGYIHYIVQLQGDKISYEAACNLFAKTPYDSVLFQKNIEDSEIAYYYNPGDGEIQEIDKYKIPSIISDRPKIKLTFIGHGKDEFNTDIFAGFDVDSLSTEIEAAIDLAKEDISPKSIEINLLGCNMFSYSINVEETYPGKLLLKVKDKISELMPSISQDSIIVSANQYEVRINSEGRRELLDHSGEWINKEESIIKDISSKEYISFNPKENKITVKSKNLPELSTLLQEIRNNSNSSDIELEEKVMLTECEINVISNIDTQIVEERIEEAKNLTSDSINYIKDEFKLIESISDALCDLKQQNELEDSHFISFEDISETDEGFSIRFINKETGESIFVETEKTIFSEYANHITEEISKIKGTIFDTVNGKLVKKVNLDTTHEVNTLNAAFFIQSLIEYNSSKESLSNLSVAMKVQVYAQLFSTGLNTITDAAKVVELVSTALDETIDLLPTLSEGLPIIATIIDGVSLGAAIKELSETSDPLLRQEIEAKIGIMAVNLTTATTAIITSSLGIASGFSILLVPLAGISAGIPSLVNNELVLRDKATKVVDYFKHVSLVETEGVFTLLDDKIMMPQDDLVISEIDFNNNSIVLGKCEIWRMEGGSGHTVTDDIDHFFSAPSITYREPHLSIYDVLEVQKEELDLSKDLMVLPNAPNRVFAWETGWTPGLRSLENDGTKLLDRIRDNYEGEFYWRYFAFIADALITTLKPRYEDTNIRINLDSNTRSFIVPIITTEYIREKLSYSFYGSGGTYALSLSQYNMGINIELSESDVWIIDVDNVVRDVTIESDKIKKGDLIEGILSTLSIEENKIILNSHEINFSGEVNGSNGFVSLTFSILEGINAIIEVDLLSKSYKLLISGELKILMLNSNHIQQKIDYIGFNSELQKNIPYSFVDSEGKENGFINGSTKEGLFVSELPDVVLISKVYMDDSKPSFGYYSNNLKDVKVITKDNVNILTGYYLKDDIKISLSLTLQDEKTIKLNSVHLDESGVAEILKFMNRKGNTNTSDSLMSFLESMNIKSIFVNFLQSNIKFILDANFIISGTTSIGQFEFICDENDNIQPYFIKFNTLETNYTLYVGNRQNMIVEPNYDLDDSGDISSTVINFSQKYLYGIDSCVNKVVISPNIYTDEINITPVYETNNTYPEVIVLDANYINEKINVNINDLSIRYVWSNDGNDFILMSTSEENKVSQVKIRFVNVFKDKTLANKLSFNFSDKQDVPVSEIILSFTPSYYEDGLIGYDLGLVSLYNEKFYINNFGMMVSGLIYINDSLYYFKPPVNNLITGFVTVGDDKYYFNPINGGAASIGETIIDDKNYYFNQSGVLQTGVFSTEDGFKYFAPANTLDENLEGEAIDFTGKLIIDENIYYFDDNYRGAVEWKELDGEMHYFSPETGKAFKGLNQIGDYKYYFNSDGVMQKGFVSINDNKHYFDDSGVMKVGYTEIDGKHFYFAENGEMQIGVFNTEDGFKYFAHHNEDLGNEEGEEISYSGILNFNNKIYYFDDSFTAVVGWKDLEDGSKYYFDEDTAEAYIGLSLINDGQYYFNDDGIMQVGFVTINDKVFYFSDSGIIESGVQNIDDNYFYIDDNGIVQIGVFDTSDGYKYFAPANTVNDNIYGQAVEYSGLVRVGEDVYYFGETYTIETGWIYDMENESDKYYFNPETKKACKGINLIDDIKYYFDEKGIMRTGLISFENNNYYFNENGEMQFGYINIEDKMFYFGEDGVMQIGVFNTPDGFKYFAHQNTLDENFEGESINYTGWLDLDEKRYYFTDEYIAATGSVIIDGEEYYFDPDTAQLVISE
PfHsp40 rescue – rescue of yeast from PfHsp40 toxicity, primary screen, S. cerevisiae, ATP luminescence. S. cerevisiae expressing PfHsp40, growth rescue. growth rescue, % at 12.5 µM. AID 504582, 2011. 340,000 tested, 0.68% active; in the data active = growth rescue above about 28%, passing the limit was not always enough; inconclusive = no clear call, values can overlap the other calls;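 also: yeast W303a lacking pdr1 and pdr3 grown in galactose medium; growth measured after three days at 30 °C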
Rv3671c inh – Rv3671c serine protease inhibitors, primary screen, biochemical, fluorescence polarization, M. tuberculosis H37Rv; P9WHR9; inhibition, % at 5.96 µM; 320,000 tested, 0.048% active; AID 2606, 2010; in the data active = inhibition above about 38%;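 also: extracellular domain of Rv3671c used as enzyme; 0% = enzyme with DMSO and 100% = no enzyme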
Yp Topo-I inh – Yersinia pestis topoisomerase I inhibitors, primary screen, biochemical, cleavage product accumulation, plate reader, single point; DNA topoisomerase I (Yersinia pestis CO92); Y. pestis Topo-I cleavage product accumulation; activity, % at 10 µM; 360,000 tested, 0.064% active; in the data active = activity above about 50%, passing the limit was not always enough; inconclusive = no clear call, values can overlap the other calls; also: inactives centre near 2
Anthrax LF inh2 – Bacillus anthracis LF protease inhibitors, primary screen, biochemical, multiplex microsphere, MLPCN library | Lethal factor (Bacillus anthracis), P15917 | multiplex microsphere protease cleavage assay | inhibition, % at 10 µM | 360,000 tested, 0.12% active | AID 588501, 2011; in the data active = inhibition above about 30%; inconclusive = no clear call, values can overlap the other calls; also: plate controls were buffer without enzyme for full effect and enzyme alone for no effect
Active calls of the source: *; i = inactive; ? = inconclusive; . = no result given; & = joins results of further samples.

The line under a structure holds: DUSP3 inh	3CLpro inhibitor	Vc quorum ag	MazF activator	PriA SSB inh	TcdB GH inh	PfHsp40 rescue	Rv3671c inh	Yp Topo-I inh	Anthrax LF inh2
Cc1ccc(-n2nc(-c3cccs3)cc2C(=O)NCC2CCCO2)c(C)c1 (stereo not drawn)
 : -18	3	0.6	-5	6	.	1.8	6	28	6
NS(=O)(=O)c1ccc(CCNC(=O)CCc2ccccc2)cc1
 : .	.	-0.1	1	-4	1.3	.	4	-1	?
O=C(N/N=C/c1ccc(OC(=O)c2ccccc2)c([N+](=O)[O-])c1)c1ccc(O)cc1
 : -2	1	0.6	9	.	.	-0.3	9	-10	-1
CC1(C(=O)NCc2ccccc2)Cc2c(-c3ccc4c(c3)OCO4)ccnc2O1 (stereo not drawn)
 : .	.	-2.5	.	.	1.3	.	.	26	2
Cc1ccc(NC(=O)CN(C)C(=O)CCOc2ccccc2C)cc1
 : 13	2	-7.9	4	-2	1.0	0.1	-6	-5	-1
COc1ccc2nc(SC(C(=O)c3ccccc3)c3ccccc3)nc(C)c2c1 (stereo not drawn)
 : -3	3	i	-6	-6	1.4	1.2	-18	0	0
COc1ccc([N+](=O)[O-])cc1NC(=O)c1ccccc1SC
 : 10	1	-0.2	2	-7&-6	2.5	0.1	-10	2	-5
Cc1nc2c(-c3ccccc3)c(C)nn2c(SCC(N)=O)c1Cc1ccccc1
 : 0	2	i	3	1	0.7	.	0	15	-6
COc1ccc(CCN2CC(C(=O)NCCc3ccccc3)CC2=O)cc1OC (stereo not drawn)
 : 4	-2	-3.7	12	-11	-1.3	0.2	0	-5	2
CC1CCN(CC(=O)Nc2ccc(Br)cc2[N+](=O)[O-])CC1
 : 19	5	1.4	1	3	3.0	-1.1	-7	11	-4

Just MazF activator, PriA SSB inh and Anthrax LF inh2 (3 entries from above):
smiles,MazF activator,PriA SSB inh,Anthrax LF inh2
COc1ccc2nc(SC(C(=O)c3ccccc3)c3ccccc3)nc(C)c2c1 (stereo not drawn),-6,-6,0
COc1ccc([N+](=O)[O-])cc1NC(=O)c1ccccc1SC,2,-7&-6,-5
Cc1nc2c(-c3ccccc3)c(C)nn2c(SCC(N)=O)c1Cc1ccccc1,3,1,-6

The list goes on:
The line under a structure holds: DUSP3 inh	3CLpro inhibitor	Vc quorum ag	MazF activator	PriA SSB inh	TcdB GH inh	PfHsp40 rescue	Rv3671c inh	Yp Topo-I inh	Anthrax LF inh2
COc1cc(OC)cc(C(=O)N2CCN(S(C)(=O)=O)CC2)c1
 : -3	-8	-2.0	1	-8	.	1.2	0	-13	2
COc1ccc(S(=O)(=O)Cc2ccc(C(=O)NCc3ccc(C)cc3)o2)cc1
 : 16	-1	i	1	9	2.8	1.6	-1	4	0
O=C(N/N=C/c1ccccn1)C(O)c1ccccc1 (stereo not drawn)
 : 33	-3	i	5	i	0.3	-0.5	2	-5	3
CCN(C(=O)Cn1cc(C(F)(F)F)ccc1=O)C1CCS(=O)(=O)C1 (stereo not drawn)
 : .	.	-0.4	0	.	0.5	.	.	8	4
COc1ccc(CCNC(=O)CN2C(=O)c3ccccc3S2(=O)=O)cc1
 : -10	5	2.4	4	1	.	-0.8	2	6	0
O=C(CN1C(=O)NC2(CCCC2)C1=O)N1CCN(S(=O)(=O)c2ccc(Cl)cc2)CC1
 : 17	3	-0.5	6	-14	0.3	-1.3	-1	1	-4
CC(=O)C(=Cc1cn(-c2ccccc2)nc1-c1ccccc1)C(C)=O
 : 17	3	i	-5	-12	1.2	0.2	0	-1	-2
Cc1ccc(C)c(S(=O)(=O)N2CCN(C(=O)/C=C/c3ccco3)CC2)c1
 : .	.	-1.4	-1	-1	0.4	-0.6	-2	16	.
COc1ccc(NC(=O)CSc2nnc(C)c(=O)n2N)cc1
 : 28	-2	i	1	-1	1.3	-0.2	-7	7	.
COc1ccc(C2=NN(C(=O)CSc3nc4ncc(Cl)cc4[nH]3)C(c3ccco3)C2)cc1 (stereo not drawn)
 : 26	0	0.3	-3	-3	-0.5	-0.1	-5	15	-3

(next part)
The line under a structure holds: DUSP3 inh	3CLpro inhibitor	Vc quorum ag	MazF activator	PriA SSB inh	TcdB GH inh	PfHsp40 rescue	Rv3671c inh	Yp Topo-I inh	Anthrax LF inh2
CCCCN1C(=O)C(CC(=O)NC2CCCCC2)CC(C(=O)N(C(C)C)C(C)C)=C1C (stereo not drawn)
 : .	.	-0.2	-1	.	0.4	.	.	5	0
CN(CC(=O)Nc1ccccc1Br)C(=O)c1ccccc1OCc1ccc(F)cc1
 : .	.	i	3	0	-10	2.2	-6	26	19
COCCNC(=O)c1ccc2c(c1)ncn2-c1ccc(F)c(F)c1
 : 7	-1	-1.0	8	5	.	0.1	-1	1	0
O=c1c2ccccc2nc(Cc2ccccc2)n1-c1ccccc1
 : 14	2	i	6	-1	1.5	-0.3	.	3	-6
COc1ccc(CN2CCC[C@]3(N[C@H](c4ccc(OC)cc4)[C@@H]4C(=O)N(Cc5ccccc5)C(=O)[C@@H]43)C2=O)cc1
 : .	.	-0.5	4	.	1.5	.	.	19	-5
O=C(Cn1cc2c(n1)CCCC2)NCc1cccnc1
 : -10	6	-0.4	1	-9	1.1	-0.8	2	5	-11
COc1cccc(NC(=O)N2CCCc3ccccc32)c1
 : 31	2	-0.2	0	3	0.7	0.3	-6	1	1
CCOC(=O)N1CCN(c2nc(C)c3c(n2)CC(C)CC3=O)CC1 (stereo not drawn)
 : 8	2	i	4	-16	.	0.6	-6	6	-4
O=C(Nc1ccccc1C(=O)Nc1ccccc1)c1ccccc1Br
 : .	.	0.2	-1	-9	1.8	-1.0	5	-2	17
CN(CCO)c1cc(Sc2nc3ccccc3s2)c2nonc2c1[N+](=O)[O-]
 : 29	-1	-1.7	7	8	0.7	0.5	-8	4	-1

Following part
The line under a structure holds: DUSP3 inh	3CLpro inhibitor	Vc quorum ag	MazF activator	PriA SSB inh	TcdB GH inh	PfHsp40 rescue	Rv3671c inh	Yp Topo-I inh	Anthrax LF inh2
Cc1ccccc1-n1nnnc1SC1CCOC1=O (stereo not drawn)
 : -17	5	-7.7	-8	1	.	-0.2	4	-7	0
COc1cccc(OCCNC(=O)c2cccc(OC)c2)c1
 : 17	3	.	1	-11	.	0.1	6	-3	-6
COc1ccc(NC(=O)CN2C(=O)COc3ccc(S(=O)(=O)N4CCCCC4)cc32)c(OC)c1
 : -4	6	-0.4	1	-3	1.5	-0.8	3	22	-1
COC(=O)c1ccc2c(=O)[nH]c(CCl)nc2c1
 : 17	-1	-1.7	-9	-10	-1.5	0.7	-4	-4	-2
O=C(CN1CCOCC1)Nc1ccc(Cl)c(Cl)c1
 : 17	3	i	-3	-5	0.3	11	1	1	-5
COc1ccc(-c2ccc3c(N)c(C(=O)NC(C)C)sc3n2)cc1OC
 : -7	-5	0.4	15	-15	-0.5	.	5	-8	-20
CCOC(=O)/C(=N/Nc1ccc(OC)cc1)Sc1nnc(CCc2ccccc2)n1-c1ccccc1
 : 3	6	-0.4	10	.	1.6	0.3	1	19	-2
CO/N=C(/CNC(=O)c1ccccc1Cl)c1ccc(Cl)cc1
 : 6	4	-12	7	.	.	-0.9	2	-4	0
COCCn1c(C)cc(/C=C(\C#N)C(=O)OCC(=O)N(C)c2c(N)n(Cc3ccccc3)c(=O)[nH]c2=O)c1C
 : .	.	2.2	-2	10	2.0	1.3	3	7	-1
CCCCc1cc(=O)oc2cc(OCC(=O)NCCN3CCOCC3)ccc12
 : 0	0	i	6	-8	-0.5	0.7	-5	-4	0

Carrying on:
The line under a structure holds: DUSP3 inh	3CLpro inhibitor	Vc quorum ag	MazF activator	PriA SSB inh	TcdB GH inh	PfHsp40 rescue	Rv3671c inh	Yp Topo-I inh	Anthrax LF inh2
CNS(=O)(=O)c1ccc(NC(=O)C2CC(=O)N(c3ccc(Cl)cc3)C2)cc1 (stereo not drawn)
 : 14	0	-1.0	-3	-4	1.7	-1.6	-5	14	-8
CC(C)C(=O)Nc1cccc(-c2nc3ccccc3c(=O)o2)c1
 : -5	4	-0.6	-1	3	.	1.2	2	0	-2
CCCCN(Cc1ccccc1)C(=O)C1CCN(Cc2sccc2C)CC1
 : 27	0	-0.3	3	-1	0.4	-0.1	1	38	-3
Cc1cc(NC(=O)/C(C#N)=C\c2ccc(-c3ccc(SC(F)F)cc3)o2)n(-c2ccccc2)n1
 : .	.	i	432*	-10	-1.3	0.9	.	0	-7
COc1ccccc1CC(NC(C)=O)C(=O)N1CCN(C(=O)c2cccs2)CC1 (stereo not drawn)
 : 31	-1	0.3	-6	-4	.	-0.4	-6	-4	0
COc1ccc(S(=O)(=O)NCc2ccc(C(=O)NCc3cccnc3)cc2)cc1
 : 17	-1	.	.	.	2.8	.	8	.	.
Cc1ccc(S(=O)(=O)N2CCOCC2)cc1NC(=O)COC(=O)c1ccc2c(c1)OCCO2
 : 4	2	-0.3	-1	-4	2.3	0.0	-11	20	-4
COc1ccc(CNC(=O)Cn2ncn3c(cc4ccccc43)c2=O)cc1
 : -9	2	-0.7	-16	4	0.0	-0.7	7	0	9
CCCCCCC(=O)N(O)C1CC(=O)N(c2ccc(Cl)cc2)C1=O (stereo not drawn)
 : -18	5	-0.6	-14	-5	0.6	-0.6	-3	3	8
CCC(=O)OCC(=O)Nc1cc(S(=O)(=O)N(C)C)ccc1Cl
 : 24	-1	-0.4	9	10	-0.6	0.1	6	5	-9

The list goes on:
The line under a structure holds: DUSP3 inh	3CLpro inhibitor	Vc quorum ag	MazF activator	PriA SSB inh	TcdB GH inh	PfHsp40 rescue	Rv3671c inh	Yp Topo-I inh	Anthrax LF inh2
CCOC(=O)Nc1sc(C(=O)N(CC)CC)c(C)c1C(=O)OCC
 : 8	7	-11	2	-4	.	-1.7	3	10	-7
CCNC(=S)N1CCCC(C(N)=O)C1 (stereo not drawn)
 : 18	4	-0.3	7	-1	0.7	-2.2	2	5	-2
COCCN(C(=O)COc1ccccc1C#N)c1c(N)n(Cc2ccccc2)c(=O)[nH]c1=O
 : .	.	i	1	-9	0.6	-0.3	13	3	-2
Cc1cccc(C)c1NS(=O)(=O)c1cc2c3c(c1)CCN3C(=O)CC2
 : .	.	-4.8	5	0	1.6	-0.5	-2	12	8
COc1cc(/C=N/Nc2ccc(Cl)cc2)ccc1OC(=O)c1cccs1
 : 43	5	-0.6	7	.	.	-0.8	-15	-6	-2

This is a subset. The share of hits here may be higher or lower than overall.
